# HttQ103 aggreg = reduces HttQ103-GFP aggregates in PC12 cells | PC12 HttQ103-GFP aggregates, Acumen cytometry, 40 h | Potency, µM (titrated, usually from 46.1 µM), for inactives: at the highest dose activity change, negative = inhibition, most hits filed as inhibitors | actives 1.1% (n = 220,000) | AID 1688; note: potency is the fitted concentration of half-maximal effect; % is set by controls: 0 for no effect and ±100 for the full control effect; nearly all actives have a fitted effect of over 60% in size
#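 Compounds (qHTS titration) were added to PC12 cells expressing an ecdysone-driven HTT exon 1 Q103–GFP fusion after induction with 100 nM tebufenozide. Aggregate formation was measured as GFP objects in cell lysates.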
# GAA inhib = blocks human lysosomal alpha-glucosidase; AID 1466; purified human GAA, 4-MU-alpha-glucoside fluorescence; P10253; Potency, µM (top dose mostly 76.9 µM), for the others: at the top dose activity change, negative = inhibition, hits mostly inhibitors; actives 0.005% (n = 200,000);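 note: potency is the fitted concentration of half-maximal effect; plate controls were uninhibited enzyme wells for no effect and no-enzyme background for full effect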
#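 qHTS format, compound range up to 77 uM. Human lysosomal enzyme at 4 nM, 400 uM 4-MU glucoside substrate, pH 5.0, 20 min room temperature; fluorescence after alkaline stop gives activity normalized to controls.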
# CBFb RUNX1 block = inhibitors of human CBF-beta and RUNX1 interaction; AlphaScreen CBFb-His/RUNX1-biotin binding, biochemical; Q01196+Q13951; AID 1477; 230,000 tested, under 10 active; Potency, µM (top dose mostly 59.8 µM), without a hit: at the highest dose activity, negative = inhibition, hits mostly inhibitors; note: % of control where 0% means no effect
# Target sequence (Q01196 whole entry, looked up): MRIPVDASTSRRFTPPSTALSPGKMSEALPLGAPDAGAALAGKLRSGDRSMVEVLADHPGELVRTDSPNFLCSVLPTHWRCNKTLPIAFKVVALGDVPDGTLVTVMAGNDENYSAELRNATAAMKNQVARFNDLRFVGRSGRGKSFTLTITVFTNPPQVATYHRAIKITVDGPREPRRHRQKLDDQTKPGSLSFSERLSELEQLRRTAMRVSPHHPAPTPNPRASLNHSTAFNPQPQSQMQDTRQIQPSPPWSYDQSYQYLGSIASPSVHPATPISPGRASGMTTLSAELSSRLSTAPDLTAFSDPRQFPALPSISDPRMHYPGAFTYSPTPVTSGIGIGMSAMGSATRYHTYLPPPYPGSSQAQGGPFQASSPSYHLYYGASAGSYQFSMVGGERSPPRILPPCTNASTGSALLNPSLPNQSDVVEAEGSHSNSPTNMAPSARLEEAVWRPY
# Target sequence (Q13951 whole entry, looked up): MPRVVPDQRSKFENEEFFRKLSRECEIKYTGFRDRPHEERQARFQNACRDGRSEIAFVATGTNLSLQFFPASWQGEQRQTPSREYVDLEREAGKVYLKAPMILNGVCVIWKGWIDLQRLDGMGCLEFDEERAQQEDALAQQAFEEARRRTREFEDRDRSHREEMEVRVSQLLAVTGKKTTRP
#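 His-tagged CBF-beta and biotinylated RUNX1 (30 nM each) were premixed 20 min at room temperature, exposed to compound for 15 min, then given nickel-chelate and streptavidin AlphaScreen beads (50 ng each). After 90 min, AlphaScreen signal was read.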
# GAA spleen mod = inhibitors or activators of human alpha-glucosidase in spleen homogenate | P10253 | human spleen homogenate, 4-MU-alpha-glucoside fluorescence | Potency, µM (series often up to 79.9 µM), for the others: at the highest dose activity change, negative = inhibition, actives largely listed as inhibitors | actives 0.006% (n = 240,000) | AID 2112;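 note: potency is the fitted concentration of half-maximal effect; 0% = enzyme with vehicle and -100% = no enzyme basal signal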
#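 Enzyme source: human spleen homogenate, 1 ug/well. Buffer 50 mM citric acid/K phosphate pH 5.0, 0.01% Tween-20. 4-MU-alpha-glucoside 1 mM; 37 C x 40 min; NaOH/glycine stop; fluorescence.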
# GAA glycogen = alters human alpha-glucosidase cleavage of glycogen; actives 0.38% (n = 300,000); AID 2100; recombinant GAA, glycogen substrate, Amplex Red glucose oxidase fluorescence; P10253; Potency, µM (top dose mostly 76.4 µM), without a hit: top-dose activity change, negative = inhibition, most hits filed as inhibitors;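 note: potency is the fitted concentration of half-maximal effect; 0% = full enzyme reaction and -100% = no-enzyme basal signal; the screen sought inhibitors and activators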
#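 Recombinant human alpha-glucosidase (4 nM final) hydrolysed bovine liver glycogen (30 ug) for 40 min at 37 C in pH 5.0 citrate/phosphate with 0.01% Tween-20. Released glucose detected by glucose oxidase/Amplex Red, Ex 573/Em 610 nm. Compounds up to 77 uM; AC50 from Hill fits.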
# Lamin A splicing = changes lamin A minigene splicing in HeLa cells | HeLa LMNA splicing GFP/RFP minigene ratio, 48 h | Potency, µM (highest dose often 46.1 µM), inactives show top-dose ratio change, negative = inhibition, hits mostly inhibitors | actives 0.01% (n = 200,000) | AID 1487; active = well fitted inhibition curve with a large enough effect in the signal ratio, with a control signal flat, not every such curve was filed as active; inconclusive = small, poorly fitted or top-dose-only effect, or effect the other way, or a change in a side signal; the % refers to the signal ratio; note: potency is the fitted concentration of half-maximal effect; % is set by controls: 0 for no effect and ±100 for the full control effect
#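 S3 HeLa stable clones carrying a lamin A-EGFP splicing minigene plus DsRed2 were seeded at 600 cells/well in Opti-MEM with 2% FBS, pin-dosed and incubated 48 h at 37°C. Acumen cytometry (488 nm) gave the GFP/RFP total-intensity ratio.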
# HTT cytoprotect = cytoprotection in Huntington HTT-Q103 PC12 cell model; PC12 HTT-Q103 induced, cytoprotection, ATP luminescence, 40 h; Potency, µM (top dose mostly 56.4 µM), without a hit: cytoprotection (ATP increase), usual class: activators; actives 0.14% (n = 230,000);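 note: potency is the fitted concentration of half-maximal effect; % of control where 0% means no effect; nearly all actives have a fitted effect of over 45% in size; toxic huntingtin expression switched on by the ecdysone agonist tebufenozide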
#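 Stable PC12 Q103-GFP cells in serum-supplemented, phenol red-free DMEM; induction by tebufenozide at 100 nM final; compound dose series; cell viability quantified luminescently from ATP.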
# Active calls of the source: *; ? = inconclusive; · = no result given; & = joins results of further samples; [ ] = remark or other dose. Unless noted, calls come from the whole dose curve; as a rule, active = well fitted curve in the direction sought with a large enough effect; inconclusive = small, poorly fitted or top-dose-only effect, or another doubt; inactive = no such curve, though single readings can be large; an effect the other way counts as inactive or inconclusive.
smiles | HttQ103 aggreg | GAA inhib | CBFb RUNX1 block | GAA spleen mod | GAA glycogen | Lamin A splicing | HTT cytoprotect
O=C(Nc1cccc(C(F)(F)F)c1)C12CC3CC(CC(C3)C1)C2 | -25% | 1% | 22% | -14% | 2% | -2% | -7%[10 µM]
CCCCCCC(=O)O | · | · | -8%[21.7 µM] | 6% | · | · | ?
CC1CCN(CCCCOc2ccc(Br)cc2)CC1 | 3% | 5% | -1% | 1% | 9% | 7% | ·
Cc1cc(C)cc(NC(=O)NCc2nnc(SCc3ccccc3)n2C)c1 | 15% | 2% | 2% | -3% | 4% | 2% | -7%
O=c1[nH]c2ccccc2n1CCCN1CCN(C(c2ccccc2)c2ccccc2)CC1 | -10%&-12% | 4%[15.4 µM] | -4%&-25% | 10%&1% | 2% | ? | ?
Cc1ccc(-c2nn(CCC(=O)NCC3CCCO3)c(=O)c3ccccc23)cc1 (centres undefined) | 19% | ? | 1% | -3% | 4% | 7% | -24%
O=C(CN1C(=O)c2ccccc2S1(=O)=O)N1CCOCC1 | -16% | -14% | 5% | -3% | -3% | -6% | -1%[0.074 µM]
CCOC(=O)C1=C(NC(=S)NC(=O)c2ccccc2)c2ccccc2CC1(C)CC (centres undefined) | -14% | -8% | -19% | 5% | -19% | ? | 15%[10 µM]
COc1ccc(CN2C(=O)NC3(CCCC3)C2=O)cc1F | 5% | 8% | 19% | -5% | 11% | -19%[46 µM] | 7%
CCOc1cc2c(cc1/C=C1/NC(=O)N(CC(=O)OC)C1=O)OCO2 | -5% | -3% | -7% | · | -1% | · | -7%
COc1ccc(C(=O)NCc2ccc3[nH]c(C)cc3c2)cc1OC | -5% | 3% | -6% | -4% | 6% | · | ·
CCOC(=O)CN1C(=O)C(Sc2n[nH]c(-c3ccc(C)cc3)n2)CCc2ccccc21 (centres undefined) | -11% | -10% | -5% | 5% | -11% | 13% | -20%
CC(Nc1n[nH]c(=O)[nH]c1=O)C(=O)N/N=C/c1cccs1 (centres undefined) | -4% | 4% | 7% | -2% | 12% | · | -36%
O=C(c1cc2c(cc1Br)OCCCO2)N1CCCCC1 | -7% | 3% | 10% | -3% | -2% | 3% | -2%[10 µM]
Cc1ccc(C)c(S(=O)(=O)N/N=C2/CCCc3ccccc32)c1 | 1%[9.22 µM] | -3% | -1% | -1% | 6% | 1% | ?
CCN(c1ccccc1)c1nc2ccsc2c(=O)s1 | -16% | -2% | ? | -6% | -6% | -2% | 4%[10 µM]
CCCn1c(CN2CCN(C)CC2)nc2ccccc21 | 8%[9.22 µM] | -10% | -1% | -3% | -18% | 7% | 2%
O=C(CC1N=C2c3ccccc3N=C(SCc3ccc(Cl)cc3)N2C1=O)NCc1ccco1 (centres undefined) | 7% | -1% | -1% | -3% | -25% | 9% | 14%
O=C(Cn1nnc(-c2ccccc2F)n1)Nc1ccc(S(=O)(=O)NC2CCCC2)cc1 | -29% | -3% | ? | 7% | -3% | 12% | -18%
Brc1ccc(N=C/C=C/C=C/Nc2ccc(Br)cc2)cc1 | 4% | -2% | -2% | 1% | 2% | 1% | 16%
C=CCOC(=O)N[C@H](/C(C(=O)OC)=C(\C)NCc1ccccc1)c1ccc2c(c1)OCO2 | · | · | 1% | 3% | · | · | -21%
Cc1cc(C)c2c(c1)/C(=c1/sc3n(c1=O)CN(c1ccccc1)CN=3)C(=O)N2 | -10%[9.22 µM] | · | -3% | 7% | 3% | · | 16%[10 µM]
COc1cccc(CN2CCN(C(=S)NCc3ccc(Cl)cc3)CC2)c1 | ? | 2% | 0% | -3% | -13% | ? | 31%[10 µM]
CC1Sc2ccc(Cl)cc2-c2nc(N)ncc21 (centres undefined) | ? | -4% | -10% | 1% | -3% | ? | -4%
Cc1cc(C)c(S(=O)(=O)n2ccc(-c3ccc(OCCN(C)c4ccccn4)cc3)n2)c(C)c1 | 4% | ? | 1% | -8% | -1% | -2% | -8%
COc1ccc(C2CC(c3c(O)cc(C)oc3=O)=NCCS2)c(OC)c1 (centres undefined) | ? | -13% | ? | -9%&-5% | 5% | ? | -116%[inhibitor]
CCn1c(C)nc2c(=O)oc3ccccc3c21 | -14% | 10% | 7% | 4% | -8% | -8% | -4%
C=CCOC(=O)CCC(=O)Nc1cc(OC)nc(OC)n1 | -12% | -2% | 7% | -12% | -3% | 25% | -2%[10 µM]
CC(C)=CCN1CCN(Cc2cc(CC(C)C)n[nH]2)CC1CCO (centres undefined) | -5%[9.22 µM] | · | 22% | -6% | -1% | · | -17%[10 µM]
COc1ccc(/C=C/C(=O)Nc2c(C(=O)O)[nH]c3ccccc23)cc1OC | 6%[9.22 µM] | · | 8% | -15% | -18% | · | 6%[10 µM]
Cc1cc(C)n2nc(-c3cnn(C)c3C(F)(F)F)cc2n1 | -7% | -6% | 3% | -16% | 2% | -1% | 6%
COCCSc1ccccc1C(=O)Nc1cc([N+](=O)[O-])ccc1OC | 3%[9.22 µM] | 0% | 1% | -1% | 18% | -2%[46 µM] | -30%[inhibitor]
O=C(NCc1cccs1)c1ccc([N+](=O)[O-])cc1 | 1% | 3% | 0% | -3% | 4% | -8% | -6%[10 µM]
O=C(CN1CCCCCC1)NN(Cc1ccccc1)c1ccccc1 | -15%[9.22 µM] | · | 9% | -2% | -4% | · | -4%[10 µM]
COCCn1nnnc1C(c1cccs1)N1CCN(c2nc3ccccc3s2)CC1 (centres undefined) | -8% | ? | 2% | -29% | 0% | ? | -8%
Cc1nn(-c2ncc(C(F)(F)F)cc2Cl)c(=O)n1-c1ccc(F)cc1 | 2% | 1% | 3% | · | 9% | -1%[1.84 µM] | -14%
COc1cc2c(cc1OC)CN(C(=S)Nc1cccc(Cl)c1C)CC2 | 28%[9.22 µM] | · | 3% | -2% | 1% | · | 17%[10 µM]
Cc1cc(N2CCOCC2)c2c(N)c(Br)cc(C)c2n1 | 2µM* | -12% | -7% | -10% | 0% | 12% | -26%
CCOC(=O)Cc1csc(NC(=O)CSc2nc(C)cc(=O)[nH]2)n1 | -18% | 10% | -4% | 2% | -4% | -5% | -4%
CN1C(=O)/C(=C/c2ccccc2OCc2cccc(F)c2)N(C)C1=S | -3% | -5% | 3% | -3% | -6% | 0% | 19%[10 µM]
CCC(C)NC(=O)CS(=O)Cc1nc(-c2ccccc2C)oc1C (centres undefined) | 7% | 0%[15.4 µM] | 0% | -6% | 11% | -3% | 1%
CC(C)(C)C1CCc2c(sc3nc(SCC(=O)O)nc(N)c23)C1 (centres undefined) | 15%[9.22 µM] | · | 1% | 4% | 1% | · | -3%[10 µM]
CN(C)S(=O)(=O)N1CCN(CC(O)COc2ccc3cc(Br)ccc3c2)CC1 (centres undefined) | 11µM* | -5% | 2% | -8% | -4% | ? | -32%[inhibitor][0.074 µM]
COCCCNc1nc2nonc2nc1N1CCN(Cc2cccc(C)c2)CC1 | -16%[9.22 µM] | · | 7% | -5% | -1% | · | -3%[10 µM]
COC1OC(COC(=O)CNC(=O)OC(C)(C)C)C(O)C(O)C1O (centres undefined) | 9% | -1% | 11% | 2% | -4% | 4% | 8%[10 µM]
CCn1nc(C)c(C2C(C#N)=C(N)OC3=C2C(=O)CCC3)c1C (centres undefined) | ? | ? | -1% | -2% | 2% | 10% | 5%[10 µM]
CCN(C(=O)c1cc(Cl)ccc1OC)C1CCCCC1 | -16% | -7% | 3% | 4% | 0% | 4% | 18%
CCOC(=O)c1c(NC(=O)CSc2nnc(-c3cccnc3)o2)sc(C(C)=O)c1C | -11% | -3% | -1% | -7% | 9% | 4% | 13%
COc1ccc(Cc2nnc(NC(=O)CSc3ccc(C)cc3)s2)cc1 | 2% | 2% | 21% | 8% | 3% | 0% | 24%[10 µM]
COCC(=O)N(Cc1cc2cc(OC)ccc2[nH]c1=O)c1ccc(C)cc1 | -2% | 6% | 3% | 0% | 17% | 6% | -2%
O=C(O)c1ccccc1C(=O)NC1CCCCNC1=O (centres undefined) | -5%[9.22 µM] | 2% | 11% | 1% | 2% | · | -10%[10 µM]
Cc1ccc(/C=C(\C#N)C(=O)NCc2ccco2)o1 | 7% | -8% | 0% | -9% | 5% | 15%[46 µM] | -14%
Cc1ccc(C(C)NC(=O)C23CC4CC(CC(C4)C2)C3)cc1 (centres undefined) | 5% | -3% | 0% | 3% | 1% | 9%[46 µM] | -39%
O=C(CCS(=O)(=O)c1ccccc1)Nc1ccccc1-c1nc2ccccc2s1 | 12% | -3% | 4% | -2% | 18% | -6% | 15%[10 µM]
CCN(CC)CC(=O)Nc1ccc(-c2nc3cc(NC(=O)CN(CC)CC)ccc3o2)cc1 | -28% | -2% | 3% | 5% | 7% | -6% | -1%

# An excerpt from above in order of their number in GAA spleen mod, high to low.
Molecule | GAA spleen mod
COc1cc2c(cc1OC)CN(C(=S)Nc1cccc(Cl)c1C)CC2 | -2%
C=CCOC(=O)CCC(=O)Nc1cc(OC)nc(OC)n1 | -12%
Cc1cc(C)n2nc(-c3cnn(C)c3C(F)(F)F)cc2n1 | -16%

# In the list so far, 7 contain an aryl thioether with sulfur outside any ring:
smiles | HttQ103 aggreg | GAA inhib | CBFb RUNX1 block | GAA spleen mod | GAA glycogen | Lamin A splicing | HTT cytoprotect
Cc1cc(C)cc(NC(=O)NCc2nnc(SCc3ccccc3)n2C)c1 | 15% | 2% | 2% | -3% | 4% | 2% | -7%
CCOC(=O)CN1C(=O)C(Sc2n[nH]c(-c3ccc(C)cc3)n2)CCc2ccccc21 (centres undefined) | -11% | -10% | -5% | 5% | -11% | 13% | -20%
COCCSc1ccccc1C(=O)Nc1cc([N+](=O)[O-])ccc1OC | 3%[9.22 µM] | 0% | 1% | -1% | 18% | -2%[46 µM] | -30%[inhibitor]
CCOC(=O)Cc1csc(NC(=O)CSc2nc(C)cc(=O)[nH]2)n1 | -18% | 10% | -4% | 2% | -4% | -5% | -4%
CC(C)(C)C1CCc2c(sc3nc(SCC(=O)O)nc(N)c23)C1 (centres undefined) | 15%[9.22 µM] | · | 1% | 4% | 1% | · | -3%[10 µM]
CCOC(=O)c1c(NC(=O)CSc2nnc(-c3cccnc3)o2)sc(C(C)=O)c1C | -11% | -3% | -1% | -7% | 9% | 4% | 13%
COc1ccc(Cc2nnc(NC(=O)CSc3ccc(C)cc3)s2)cc1 | 2% | 2% | 21% | 8% | 3% | 0% | 24%[10 µM]

# Screens from PubChem BioAssay.
